# Compound activity: PubChem, National Center for Advancing Translational Sciences (NCATS)
# L3MBTL1 inh: blocks human L3MBTL1; Q9Y468; AlphaScreen L3MBTL1–H3K9me1 peptide binding; Potency, µM (doses to about 57.1 µM), for inactives: at the highest dose activity, negative = inhibition, most hits filed as inhibitors; 230,000 tested, 0.66% active; active = well fitted inhibition curve with a large enough effect; also: nearly all actives have a fitted effect of over 60% in size
# Target sequence (Q9Y468 whole entry, looked up): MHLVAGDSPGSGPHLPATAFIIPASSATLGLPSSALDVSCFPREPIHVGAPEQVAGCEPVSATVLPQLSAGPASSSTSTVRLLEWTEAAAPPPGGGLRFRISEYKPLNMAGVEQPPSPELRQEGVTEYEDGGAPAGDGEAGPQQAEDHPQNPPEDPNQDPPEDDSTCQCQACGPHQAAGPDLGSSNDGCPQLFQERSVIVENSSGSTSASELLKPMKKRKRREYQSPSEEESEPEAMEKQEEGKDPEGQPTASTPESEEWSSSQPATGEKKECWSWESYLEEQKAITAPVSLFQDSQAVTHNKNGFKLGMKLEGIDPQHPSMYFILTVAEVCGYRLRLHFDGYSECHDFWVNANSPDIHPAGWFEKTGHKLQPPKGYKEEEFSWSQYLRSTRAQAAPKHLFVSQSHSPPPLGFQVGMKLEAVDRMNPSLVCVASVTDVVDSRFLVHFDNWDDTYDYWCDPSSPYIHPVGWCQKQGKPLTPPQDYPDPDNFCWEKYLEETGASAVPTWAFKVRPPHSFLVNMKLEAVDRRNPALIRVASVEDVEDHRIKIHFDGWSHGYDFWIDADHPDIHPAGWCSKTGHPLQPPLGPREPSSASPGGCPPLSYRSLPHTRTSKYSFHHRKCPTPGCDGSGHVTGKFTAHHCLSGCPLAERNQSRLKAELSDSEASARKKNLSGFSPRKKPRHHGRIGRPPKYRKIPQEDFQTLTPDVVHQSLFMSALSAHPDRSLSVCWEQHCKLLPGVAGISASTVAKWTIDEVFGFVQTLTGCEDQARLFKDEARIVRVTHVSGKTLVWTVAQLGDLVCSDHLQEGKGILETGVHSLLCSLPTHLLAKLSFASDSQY
#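 Read-out is AlphaScreen signal from streptavidin donor and nickel chelate acceptor beads (10 ug/mL final each) bridging L3MBTL1 (50 nM) and biotinylated K9-monomethylated H3(1-15) peptide (75 nM), after 30 min compound exposure at room temperature.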
# Numbers without * were called inactive; [ ] = dose if it differs, or a comment. % is scaled to controls: 0 for no effect and ±100 for the full control effect; potency is read from the fitted curve at half-maximal effect. An excerpt; rates above refer to the full screens.
SMILES,L3MBTL1 inh
COc1ccc(CCNS(=O)(=O)CCNC(=O)c2ccc3c(c2)OCO3)cc1,2%
O=C(COC(=O)c1cc(Cl)ccc1Cl)Nc1ccc2[nH]c(=O)[nH]c2c1,-3%
CCN(CC(=O)Nc1ccccc1C(F)(F)F)C(=O)CN1C(=O)NC2(CCCCC2)C1=O,5%
O=C(CNC(=O)c1ccc(Br)o1)Nc1ccc(F)c(S(=O)(=O)N2CCOCC2)c1,3%
OCCN(CCCn1c(C(F)(F)F)nc2ccccc21)c1nc(CN2CCCCC2)cs1,-8%
Cn1c(N)c(C(=O)COC(=O)Cc2ccc(F)cc2)c(=O)n(C)c1=O,6%
CCN(CC)C(=O)c1[nH]cnc1C(=O)NCC(=O)OCc1ccccc1,-2%
COc1ccccc1C(=O)NC(=O)COC(=O)c1oc2ccccc2c1C,8%
Cc1cc(C(=O)OCC(=O)N(C)c2ccccc2)c(C)o1,-3%
CCOc1ccc(Cl)cc1C1=CC(=O)C[C@H](c2ccc(OC)cc2)C1,-1%
O=C(NCc1cccc(F)c1)c1cccc2c1C(=O)c1ccc(N3CCC(Cc4ccccc4)CC3)cc1S2(=O)=O,14%
COc1ccc(S(=O)(=O)Nc2cccc3c2O[C@H](CN(C)Cc2ccc(C(=O)O)cc2)[C@@H](C)CN([C@H](C)CO)C3=O)cc1,8%
COC(=O)[C@]1(C)N[C@H](CN(C)C(=O)Nc2ccc(C(F)(F)F)cc2)[C@@H]2C(=O)N(C)C(=O)[C@@H]21,6%
COc1ccc(/C=N/OCC(=O)OCC(=O)N(C)c2ccccc2)cc1,3%
O=C(COC(=O)c1cc(S(=O)(=O)N2CCOCC2)ccc1F)c1ccccc1,3%
Cc1ccccc1OCCC(=O)Nc1ccccc1C(=O)N1CCCCC1,1%
CC1CC(C)CN(C(=O)c2ccc(Br)c(S(=O)(=O)N3CCOCC3)c2)C1 (centres undefined),-1%
CCN1C(=NCCc2cccnc2)N[C@@H](c2ccccc2)[C@H](C(=O)OC)[C@H]1C,3%
CCNC(=O)N(C)C[C@H]1N[C@@](Cc2ccccc2)(C(=O)OC)[C@H]2C(=O)N(C)C(=O)[C@@H]12,3%
COCCN(C(=O)CN1CCc2ccccc21)c1c(N)n(Cc2ccccc2)c(=O)[nH]c1=O,-3%
CCc1cccc(NC(=O)c2cnn(-c3ccccc3)c2C)c1,5%
CN(C)C(=O)CCc1ccc2c3c([nH]c2c1)[C@]1(C)[C@@H](C(=O)N2CCCCC2)C[C@H](CC(=O)NCc2cccc(C(F)(F)F)c2)C(=O)N1CC3,-5%
Cc1ccc(S(=O)(=O)N2CCN(C(=O)[C@H](Cc3ccccc3)NC(=O)c3ccco3)CC2)cc1C,-6%
CC1CN(S(=O)(=O)c2cccc(C(=O)Nc3ccccc3N3CCOCC3)c2)CC(C)O1 (centres undefined),-9%
O=C(NCCN1CCCCC1)Nc1ccc(F)cc1,1%

# Next records:
SMILES,L3MBTL1 inh
CC(Sc1nnc(-c2ccco2)o1)C(=O)Nc1ccc(OC(F)F)cc1 (centres undefined),-5%
COc1ccc2c(c1OC)C(=O)OC2N1C(=O)CC[C@H]1C(=O)Nc1ccc(F)cc1F (some centres undefined),8%
Cc1ccc(/C=C/c2onc(C)c2S(=O)(=O)N2CCC(C(=O)NC(C)(C)C)CC2)cc1,1%
COc1ccc(CNC(=O)COC(=O)c2cc(S(=O)(=O)N3CCOCC3)ccc2O)cc1OC,8%
O=C(NCCN1CCOCC1)c1c(O)nc2sccn2c1=O,-11%
CC(=O)C[C@H](O)CC(=O)[C@@H]1OC(=O)CCCCCCc2ccccc21,3%
O=C(NCC1(N2CCCCC2)CCCCC1)c1ccc(NS(=O)(=O)c2ccc(F)cc2)cc1,3%
COc1cccc(C(=O)NCCSCc2ccccc2Cl)c1,2%
Cc1cc(C)c2c(c1)NC(C(=O)O)C1CC=CC21 (centres undefined),5µM*
CCCCn1c(SCC(=O)NC(=O)Cc2ccccc2)nc2ccccc2c1=O,10%
CCC(C)c1ccccc1N1CC(C(=O)N2CCN(S(=O)(=O)c3ccccc3Br)CC2)CC1=O (centres undefined),8%
CC1(C)CC(=O)C=C(Nc2ccc(Br)cc2F)C1,0%[2.29 µM]
COc1ccc(CNC(=O)C2CCN(S(=O)(=O)c3cccc(C(F)(F)F)c3)CC2)cc1,3%
COc1cccc(NC(=S)NC(=O)c2cccnc2)c1,-3%
O=C(CCN1C(=O)C2CC=CCC2C1=O)OCC(=O)c1ccc(F)cc1 (centres undefined),5%
CCN(CC)S(=O)(=O)c1cc(NC(=O)c2ccc3c(c2)NC(=O)C(C)S3)ccc1C (centres undefined),-3%
Cc1ccc(C(=O)c2nc(C(=O)NCCO)nc3ccccc23)cc1,-7%
CC(C)(C)NC(=O)C[C@H]1C[C@H](C(=O)N2CCOCC2)[C@@]2(CCC3CCCC3)c3[nH]c4ccc(Cl)cc4c3CCN2C1=O,-1%
CCOc1ncccc1C(=O)NCC(c1ccco1)N1CCCCC1 (centres undefined),8%
CC(=O)Oc1ccc(N(C(C)=O)S(=O)(=O)c2ccc(C)cc2C)c2ccccc12,-3%
Cc1nn(C)c(C)c1NS(=O)(=O)c1ccc(OC(F)(F)F)cc1,-10%
O=C(CNC(=O)c1ccc(Br)o1)NNC(=O)c1ccccc1,10%
Cc1cc(NC(=O)CSCC(=O)N(C)Cc2ccc(Cl)cc2Cl)no1,13%
COC(=O)Cn1c(C)c(/C=C/c2cc[n+](C)cc2)c2ccccc21,0%
Cc1ccc(F)c(Cn2cnc3c(cnn3C(C)(C)C)c2=O)c1Cl,-5%

# More entries follow:
SMILES,L3MBTL1 inh
CC(C)(C)C(=O)Nc1ccc(C(=O)COC(=O)C2=COCCO2)cc1,-4%
CSCC[C@H](NC(=O)C1CCN(S(=O)(=O)c2ccc(C)cc2C)CC1)c1nc2ccccc2[nH]1,-9%
COc1ccccc1NC(=O)Nc1nnc(Cc2ccc(F)cc2)s1,7%
CN(CCOc1ccc(Cl)c(Cl)c1)Cc1ccccc1,11%
COc1ccc2c3n(nc2c1)CCN=C3c1cc(Cl)c(N)c(Cl)c1,-6%
Cc1cc(F)cc(C)c1Cn1cnc2c(cnn2C(C)(C)C)c1=O,-1%
O=C(COC(=O)c1ccc[nH]c1=O)NCC12CC3CC(CC(C3)C1)C2,6%
CCCn1c(SCC(=O)N(C)C2CCS(=O)(=O)C2)nc2sc3c(c2c1=O)CCC3 (centres undefined),-2%
COc1ccc(Cl)cc1NC(=O)C1CCN(S(C)(=O)=O)CC1,4%
O=C(OCC(=O)N1CCN(c2ccccc2)CC1)c1cccc([N+](=O)[O-])c1,-13%
COCCN(C(=O)COC(=O)Cc1coc2cc(C)ccc12)c1c(N)n(Cc2ccccc2)c(=O)[nH]c1=O,25µM*
c1ccc(-c2nc(NC3CCCC3)c3ccccc3n2)cc1,2%
Cc1ccc(CNC(=O)C(=O)NCCC2CCCCN2S(=O)(=O)c2cccs2)cc1 (centres undefined),1%
C/C=C(/C)C(=O)O[C@@H]1Cc2c(ccc3ccc(=O)oc23)OC1(C)C,5%
O=C1C=C(c2ccc3c(c2)OCO3)C[C@@H](c2ccc(F)cc2)C1,4%
CCOC(=O)Cn1cnc2scc(-c3ccc(C)cc3)c2c1=O,-4%
CCN1C(=O)[C@H]2[C@@H](c3ccc(-c4ccc(Cl)c(Cl)c4)cc3)N3CCCC[C@@]3(C(=O)OC)[C@H]2C1=O,24%
CCOc1c(C)cc(S(=O)(=O)NCc2ccccn2)c(C)c1C,4%
Cc1c(NC(=O)CSc2nncn2-c2ccccc2)c(=O)n(-c2ccccc2)n1C,1%
CC(=O)N1CCN(c2ccc(NC(=O)C(c3ccccc3)c3ccccc3)cc2)CC1,-9%
O=C(/C=C/c1ccccc1O)c1ccco1,2%
O=C(COC(=O)c1nc(Cl)ccc1Cl)Nc1ncc(Cl)cc1Cl,7%
Cc1cc(NC(=O)c2ccccc2C)ccc1NC(=O)c1ccccc1Cl,-2%[2.29 µM]
COc1cc(C(=O)NCC(=O)OCC(=O)Nc2nnc(-c3ccccc3)o2)cc(OC)c1OC,5%
CN(Cc1ccccc1)C(=O)c1ccc2c(c1)S(=O)(=O)N=C1CCCCCN12,4%

# Copied from the listing, 4 compounds:
SMILES,L3MBTL1 inh
CC(C)(C)C(=O)Nc1ccc(C(=O)COC(=O)C2=COCCO2)cc1,-4%
CSCC[C@H](NC(=O)C1CCN(S(=O)(=O)c2ccc(C)cc2C)CC1)c1nc2ccccc2[nH]1,-9%
COc1ccccc1NC(=O)Nc1nnc(Cc2ccc(F)cc2)s1,7%
CN(CCOc1ccc(Cl)c(Cl)c1)Cc1ccccc1,11%

# Fetched by structure from the list above:
SMILES,L3MBTL1 inh
Cc1ccc(CNC(=O)C(=O)NCCC2CCCCN2S(=O)(=O)c2cccs2)cc1 (centres undefined),1%
CC(=O)N1CCN(c2ccc(NC(=O)C(c3ccccc3)c3ccccc3)cc2)CC1,-9%
COc1ccc(CCNS(=O)(=O)CCNC(=O)c2ccc3c(c2)OCO3)cc1,2%
O=C(NCCN1CCCCC1)Nc1ccc(F)cc1,1%

# The main list resumes, starting 4 compounds before the break.
SMILES,L3MBTL1 inh
O=C(COC(=O)c1nc(Cl)ccc1Cl)Nc1ncc(Cl)cc1Cl,7%
Cc1cc(NC(=O)c2ccccc2C)ccc1NC(=O)c1ccccc1Cl,-2%[2.29 µM]
COc1cc(C(=O)NCC(=O)OCC(=O)Nc2nnc(-c3ccccc3)o2)cc(OC)c1OC,5%
CN(Cc1ccccc1)C(=O)c1ccc2c(c1)S(=O)(=O)N=C1CCCCCN12,4%
Cc1ccc(C2=NCCn3c2c2ccc([N+](=O)[O-])cc2[n+]3[O-])cc1,-9%
CC(=O)c1cc2c(ccc3ccccc32)oc1=O,-2%
C#CCOCCOCCOCCNc1nc(N2CCN(C(=O)CCCCCCCCCCNC(=O)[C@@H](CCSC)n3cc(CCO)nn3)CC2)nc(N2CCN(C(=O)CCCCCCCCCCNC(=O)[C@H](CCSC)n3cc(CCO)nn3)CC2)n1,-1%
CN(C)C1=NC(=O)/C(=C/c2ccc(-c3ccc(S(N)(=O)=O)cc3)o2)S1,-3%
O=C(c1ccc(Cl)c([N+](=O)[O-])c1)N1CCN(S(=O)(=O)c2ccc(Cl)cc2)CC1,-2%
CC(C)[C@H]1COCCS(=O)(=O)N1Cc1ccccc1-c1cccc2c1oc1ccccc12,-7%
N#CC1(NC(=O)CN2C(=O)c3ccc([N+](=O)[O-])cc3C2=O)CCCCC1,8%
COc1cc(-c2cc(C(=O)Nc3ccc(C)c(S(=O)(=O)N4CCOCC4)c3)c3ccccc3n2)cc(OC)c1OC,1%
CCOC(=O)c1ccccc1NC(=O)COC(=O)C1CCN(S(=O)(=O)c2ccccc2C(=O)OC)CC1,9%
O=C(Nc1cccc(-c2ccc(N3CCCCC3)nn2)c1)c1ccco1,-1%
CCCCN1Cc2ccccc2Oc2cc(Br)ccc2S1(=O)=O,12%
CNC[C@H]1Oc2c(NC(=O)c3ccc(-c4nccs4)cc3)cccc2C(=O)N([C@@H](C)CO)C[C@@H]1C,1%
CCN(CC(=O)Nc1cc(Cl)ccc1C)C(=O)c1nc2nc(C)cc(C)n2n1,0%
O=C(COC(=O)Cc1n[nH]c(=O)c2ccccc12)Nc1ncc(Cl)cc1Cl,-4%
O=S(=O)(c1ccc(NCCOc2ccccc2)nc1)N1CCCC1,-2%
CCc1ccc(S(=O)(=O)Nc2ccccn2)cc1,5%
Cc1ccccc1N(CC(=O)NCCSCc1ccccc1)S(C)(=O)=O,3%
COc1ccccc1N1CCN(C(=O)CC(NC(=O)c2ccccc2Cl)c2ccccc2)CC1 (centres undefined),-1%
CC(C(=O)NC1(C#N)CCCCC1)N(C)CC(=O)Nc1ccc(Cl)c(Cl)c1 (centres undefined),5%
Cc1cc2c(cc1S(=O)(=O)N1CCN(c3ccccc3)CC1)OCC(=O)N2,-5%
CCOc1ccc(N2C(=O)CC(Cc3cc(C)cc(C)c3)C2=O)cc1 (centres undefined),5%
CCOc1ccccc1N1CCN(CC(=O)Nc2ncc(C)s2)CC1,-4%
Cc1ccc(C)c(S(=O)(=O)Nc2ccc(S(=O)(=O)Nc3ncccn3)cc2)c1,9%
CCOC(=O)C1CCCN(CC(=O)N(C)c2c(N)n(Cc3ccccc3)c(=O)[nH]c2=O)C1 (centres undefined),-1%
COc1ccc(C(CNC(=O)c2cccc(S(=O)(=O)N(C)c3ccccc3)c2)N2CCCC2)cc1 (centres undefined),-10%

# Look-ups from the list:
# L3MBTL1 inh result of CCOc1ccc(N2C(=O)CC(Cc3cc(C)cc(C)c3)C2=O)cc1 (centres undefined) = 5%
# L3MBTL1 inh result of CNC[C@H]1Oc2c(NC(=O)c3ccc(-c4nccs4)cc3)cccc2C(=O)N([C@@H](C)CO)C[C@@H]1C = 1%
# L3MBTL1 inh result of Cc1ccccc1N(CC(=O)NCCSCc1ccccc1)S(C)(=O)=O = 3%

# Additional records:
SMILES,L3MBTL1 inh
COc1ccc(OC)c(S(=O)(=O)Nc2cc3c4c(c2)CCN4C(=O)CC3)c1,3%
CCC[C@@H](CN1CCC[C@H]1CN1C(N)=NC[C@@H]1Cc1ccccc1)N1C[C@@H]([C@H](C)CC)N(CCCC2CCCC2)C1=N,-6%
Cc1ccc(CNC(=O)COC(=O)C2CC2)cc1,2%
CCCNC(=O)C(Cc1ccc(C(F)(F)F)cc1)NC(=O)c1ccc(C#N)cc1 (centres undefined),4%
CCN(C[C@H]1N[C@@](Cc2ccccc2)(C(=O)OC)[C@H]2C(=O)N(C)C(=O)[C@@H]12)S(=O)(=O)c1ccc(C(C)(C)C)cc1,-1%
Cc1cccc(NC(=O)Cn2c(=O)oc3cc(S(=O)(=O)N4CCCC4)ccc32)n1,3%
CCN(CC)S(=O)(=O)c1cccc(C(=O)NCC2(N3CCOCC3)CCCCC2)c1,-7%
CCCCOc1ccccc1-c1ccccc1CN1[C@@H](C(C)C)COCCS1(=O)=O,-5%
O=C(NCc1ccccc1Cl)c1ccncc1,0%
CCOC(=O)c1[nH]c(C)c(C(=O)OCC(=O)N(Cc2ccccc2)C(C)C)c1C,-8%
COc1ccc(-c2cc(=O)oc3cc(OC(C)C(=O)NC(Cc4c[nH]c5ccc(O)cc45)C(=O)O)ccc23)cc1 (centres undefined),-8%
